# Screening results (PubChem BioAssay)
# Rhodamine autofl: rhodamine region autofluorescence; Rhodamine-region fluorescence, 547/598 nm, Tris buffer; hits give high values; max dye-equivalent concentration, M; 59,000 compounds, 0.05% hits; AID 594; in the data active = max dye-equivalent concentration above about 11 nM; inconclusive = between about 1.1 nM and that limit
#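 Steps: pin-transfer compounds into pH 8.0 Tris (100 mM), hold 15 min at room temperature, image with a 547/598 nm filter pair, and convert intensities to rhodamine-equivalent concentration using a six-point on-plate rhodamine series.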
# Luciferase inh: blocks Photinus pyralis firefly luciferase activity; purified firefly luciferase, luminescence, 8 min; Potency, µM (top dose mostly 57.1 µM), for the others: at the top dose activity change, negative = inhibition, usual class: inhibitors; 72,000 compounds, 2.2% hits; AID 411; also: potency is read from the fitted curve at half-maximal effect; % is scaled to controls: 0 for no effect and ±100 for the full control effect; nearly all actives have a fitted effect of over 40% in size
#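 Here, luciferase activity is measured as luminescence following an 8 min room-temperature reaction at 10 uM ATP, pH 7.2. Every library sample is titrated.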
# Caspase-7 inhib: caspase-7 (human) inhibition, allosteric or competitive; recombinant caspase-7, Ac-DEVD-AFC fluorescence rate; Potency, µM (series often up to 57.5 µM), for inactives: at the top dose activity change, negative = inhibition, usual class: inhibitors; 75,000 compounds, 0.02% hits; AID 889; active = well fitted inhibition curve with a large enough effect in the main read-out, with a control signal flat, not every such curve was filed as active; inconclusive = small, poorly fitted or top-dose-only effect, or a change in a side signal; also: potency is read from the fitted curve at half-maximal effect; % of control where 0% means no effect
# Target sequence (P55210 24-198 limits assumed): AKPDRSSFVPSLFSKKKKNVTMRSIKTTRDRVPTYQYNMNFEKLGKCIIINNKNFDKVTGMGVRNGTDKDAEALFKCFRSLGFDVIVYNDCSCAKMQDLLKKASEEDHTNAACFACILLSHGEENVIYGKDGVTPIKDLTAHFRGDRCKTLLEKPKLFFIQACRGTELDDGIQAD
# Target sequence (P55210 207-303 limits assumed): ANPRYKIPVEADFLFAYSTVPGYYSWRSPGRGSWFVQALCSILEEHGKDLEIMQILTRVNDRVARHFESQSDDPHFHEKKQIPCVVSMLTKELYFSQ
# HADH2 inh: HADH2 (human) dehydrogenase inhibition | recombinant HADH2, NADH fluorescence, beta-hydroxybutyryl-CoA | Potency, µM (top dose mostly 57.1 µM), for the others: top-dose activity change, negative = inhibition, most hits filed as inhibitors | AID 886 | Q99714 | 73,000 compounds, 3.4% hits; also: potency is read from the fitted curve at half-maximal effect; % is scaled to controls: 0 for no effect and ±100 for the full control effect; nearly all actives have a fitted effect of over 60% in size; many of its hits are not listed in these tables
#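 Read-out: 360 nm excitation, 450 nm emission, kinetic over 4 min. Conditions: His-tagged human HADH2 20 nM, pH 9.0 Tris with Tween-20, 1 mM NAD+, 90 uM beta-hydroxybutyryl-CoA.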
# Tau fil binding: tau filament binding. P10636. 71,000 compounds, 2% hits. Potency, µM (series often up to 57.1 µM), for the others: at the top dose activity change, negative = inhibition. recombinant tau filaments, thioflavin S fluorescence, 15 h; filaments grown with octadecylsulfate alongside compound;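 also: potency is read from the fitted curve at half-maximal effect; % is scaled to controls: 0 for no effect and ±100 for the full control effect; actives lower thioflavin S fluorescence by blocking filaments or displacing dye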
# Target sequence (P10636 whole entry, looked up): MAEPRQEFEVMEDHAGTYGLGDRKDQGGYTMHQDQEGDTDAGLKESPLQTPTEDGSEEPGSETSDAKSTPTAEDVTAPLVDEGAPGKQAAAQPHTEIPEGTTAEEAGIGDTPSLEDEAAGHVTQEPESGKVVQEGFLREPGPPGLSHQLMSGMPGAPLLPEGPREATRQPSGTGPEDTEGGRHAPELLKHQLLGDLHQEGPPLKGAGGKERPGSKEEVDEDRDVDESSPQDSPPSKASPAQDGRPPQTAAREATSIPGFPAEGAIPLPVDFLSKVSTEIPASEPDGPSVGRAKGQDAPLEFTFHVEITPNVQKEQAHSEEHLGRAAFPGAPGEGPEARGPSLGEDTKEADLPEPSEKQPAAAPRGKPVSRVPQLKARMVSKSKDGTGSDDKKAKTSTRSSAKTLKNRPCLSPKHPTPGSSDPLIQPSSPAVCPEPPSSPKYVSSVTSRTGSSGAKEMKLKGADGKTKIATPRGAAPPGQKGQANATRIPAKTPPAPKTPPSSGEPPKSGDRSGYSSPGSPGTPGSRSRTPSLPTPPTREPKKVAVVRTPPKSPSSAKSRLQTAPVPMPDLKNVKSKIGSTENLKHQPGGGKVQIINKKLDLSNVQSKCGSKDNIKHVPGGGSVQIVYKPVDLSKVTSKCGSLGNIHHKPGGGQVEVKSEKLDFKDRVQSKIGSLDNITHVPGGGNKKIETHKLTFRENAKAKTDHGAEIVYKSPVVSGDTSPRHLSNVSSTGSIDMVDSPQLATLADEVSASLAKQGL
#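 His-tagged recombinant human tau (exons 2, 3, 10; 1 uM final) fibrillized with 30 uM sodium octadecylsulfate, 15 h at 37 C, in pH 7.4 HEPES buffer with 10 uM thioflavine S and 5 mM DTT. Reduced ThS fluorescence (450/510 nm) marks activity.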
# Fluorescein fluor: fluorescein region autofluorescence. Compound autofluorescence, 480/540 nm, fluorescein-equivalent; hits give high values. max fluorescein-equivalent concentration, M. 59,000 compounds, 0.91% hits. AID 593; in the data active = max fluorescein-equivalent concentration above about 10 nM; inconclusive = between about 1.1 nM and that limit
#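 First, buffer (100 mM Tris, pH 8.0) dispensed; second, compounds and fluorescein standards pinned in; third, 15 min room-temperature incubation; finally, imaging at ex 480 nm/em 540 nm. Fluorescence normalized against the six-point fluorescein curve.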
# Caspase-1 inhib: caspase-1 (human) inhibition, allosteric or competitive | AID 900 | Caspase-1 enzyme, Ac-WEHD-AFC fluorogenic rate | P29466 | Potency, µM (series often up to 57.5 µM), for the others: at the highest dose activity change, negative = inhibition, usual class: inhibitors | 75,000 compounds, 0.03% hits;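 also: potency is read from the fitted curve at half-maximal effect; plate controls were vehicle for no effect and no substrate for full effect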
# HEK293 cAMP ctrl: raises cAMP in parental HEK293 cells, TSHR agonist counter-screen. parental HEK293 CNG cAMP sensor, membrane potential fluorescence. Potency, µM (doses to about 57.1 µM), for inactives: at the top dose activation, actives largely listed as activators. 73,000 compounds, 2.5% hits. AID 938; also: potency is read from the fitted curve at half-maximal effect; % of control where 0% means no effect; nearly all actives have a fitted effect of over 55% in size
#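 Counterscreen for endogenous-receptor signalling: CNG-channel HEK 293 cells report cAMP rise by membrane depolarization. After 60 min dye equilibration with 100 uM RO 20-1724, compounds incubated 30 min before bottom-read fluorescence at 590 nm.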
# USP2a inh: inhibitors of human ubiquitin-specific protease USP2a; O75604; Potency, µM (series often up to 38.3 µM), for inactives: at the top dose activity change, negative = inhibition, hits mostly inhibitors; AID 927; 60,000 compounds, 0.1% hits; USP2a enzymatic assay, qHTS inhibition;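 also: potency is read from the fitted curve at half-maximal effect; nearly all actives have a fitted effect of over 60% in size; plate controls were DMSO for no effect and NEM full inhibition control for full effect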
#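 USP2 core (20nM final) preincubated 30 min RT with compound, then Ub-PLA2 20nM and NBD C6-HPC 20uM final added; buffer 20mM Tris-HCl pH 8.0, 2mM CaCl2. Fluorescence Ex 460/Em 535 read at 0 and 2.5 h; normalized to NEM.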
# ERK AVP inh: inhibitors of vasopressin-stimulated ERK signaling pathway; HEK293-V1b, vasopressin-stimulated pERK AlphaScreen; Potency, µM (series often up to 57.5 µM), inactives show top-dose activity, negative = inhibition, most hits filed as inhibitors; 72,000 compounds, 0.99% hits; AID 995; also: potency is read from the fitted curve at half-maximal effect; % is scaled to controls: 0 for no effect and ±100 for the full control effect; nearly all actives have a fitted effect of over 55% in size
#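 Phosphorylated ERK1/2 detected via AlphaScreen bead proximity in lysates of V1b-expressing HEK293 cells given 25 nM vasopressin for 5 min after 30 min compound exposure (37 °C). AC50 from Hill equation; basal DMSO 0%, vasopressin 100%.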
# TexasRed autofl: compound fluoresces in the Texas Red spectral region | max dye-equivalent concentration, M | AID 587 | Compound fluorescence, Texas Red channel, 547/618 nm; hits give high values | 59,000 compounds, 0.06% hits; in the data active = max dye-equivalent concentration above about 10 nM; inconclusive = between about 1.1 nM and that limit
#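 Texas Red-region profiling: compounds in 100 mM Tris pH 8.0 were read at 547/618 nm after 15 min at room temperature. Intensities were normalized against a six-point Texas Red standard series to give dye-equivalent concentration.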
# The depositor's hits bear a star; i = inactive; ? = inconclusive; nt = no result given; [ ] = dose if it differs, or a comment. Unless noted, calls follow the shape of the dose curve; as a rule, active = well fitted curve in the direction sought with a large enough effect; inconclusive = small, poorly fitted or top-dose-only effect, or another doubt; inactive = no such curve, though single readings can be large; an effect the other way counts as inactive or inconclusive.
SMILES,Rhodamine autofl,Luciferase inh,Caspase-7 inhib,HADH2 inh,Tau fil binding,Fluorescein fluor,Caspase-1 inhib,HEK293 cAMP ctrl,USP2a inh,ERK AVP inh,TexasRed autofl
CCC(=O)Nc1ccc(S(=O)(=O)Nc2cccnc2)cc1,i,3%,-1%,-6%,-9%,i,-1%,4%,0%,-17%,i
COc1ccccc1S(=O)(=O)Cc1ccc(C(=O)N2CCN(c3ccccc3)CC2)o1,i,1%,1%,3%,-5%,i,-1%,19%,21%,-16%,i
COC(=O)Cc1c(C)c2c(O)cc(C)cc2oc1=O,i,0%,?,-17%,11%,?,?,4%,0%,-27%,i
CCOC(=O)c1cc(-c2ccncc2)nc2c1c(C)nn2C,i,-1%,-12%,-5%,-12%,i,-14%,29%,13%,?,i
CCC1SC2=NC(C)=C(C(=O)OC)C(c3cccs3)N2C1=O (configuration not stated),i,0%,0%,-26%,2%,i,-1%,19%,3%,2%,i
O=C(CSc1nnc(-c2ccc(S(=O)(=O)N3CCCC3)cc2)n1CC1CCCO1)NC1CC1 (configuration not stated),i,1%,-1%,0%,6%,?,2%,9%,-1%,-4%,?
COC(=O)CC1=COC(O)C2C(CO)=CC[C@@H]12 (some centres not stated),nt,nt,1%[11.5 µM],-6%[11.4 µM],nt,nt,0%[11.5 µM],-7%[11.4 µM],nt,0%[11.5 µM],nt
CCn1cc(C(=O)N2CCCC2)c(=O)c2cc(S(=O)(=O)N(C)C)ccc21,nt,-4%,-1%,-10%,3%,nt,-1%,9%,nt,-9%,nt
CC(=O)OC1CC(C)(C)N(OC(=O)c2ccc(N)cc2)C(C)(C)C1,i,1%,1%,?,-6%,i,4%,15%,2%,0%,i
CCOC(=O)c1[nH]c(C)c(CCC(=O)OC)c1C,i,0%,2%,-4%,-11%,?,0%,2%,9%,?,i
CCn1c(=O)c(C(=O)CN2CCOCC2)c(N)n(Cc2ccccc2)c1=O,i,4%,-1%,-3%,-26%,i,-2%,12%,7%,5%,i
CCn1c(C(=O)N2CCCC(C(=O)NCCCc3ccccc3)C2)cc2sccc21 (configuration not stated),i,2%,-7%,0%,-10%,i,-4%,?,-1%,16µM*,i
COc1ccc(NC(=O)c2coc3ccccc23)cc1OC,i,?,0%,-1%,-2%,i,0%,2%,12%,-20%,i
O=C(Nc1ccc(F)cc1)Nc1ccc(Cl)cn1,i,-6%,0%,1%,4%,i,2%,11%,-1%,-10%,?
CCn1cc(C(=O)NCCOC)c(=O)c2ccc(C)nc21,i,-38%,6%,?,0%,?,-1%,?,-6%,-5%,i
COc1cccc(C2CC(=O)N3CN(c4cccc(Cl)c4C)CSC3=C2C#N)c1OC (configuration not stated),nt,-21%,-3%,1.6µM*,-8%,nt,-4%,?,nt,-10%,nt
Cc1oc2c(CN3CCOCC3)c(O)ccc2c(=O)c1-c1ccccc1,i,0%,-3%,44%[activator],1%,i,0%,10%,2%,4%,?
Cc1cc(C)cc(NC(=O)C2CCCN(c3nc(C)cc(C)n3)C2)c1 (configuration not stated),i,0%,0%,4%,3%,i,-1%,7%,0%,-4%,i
COc1cccc(CN(C(=O)c2cc3ccccc3oc2=O)C2CC2)c1,i,-3%,6%,7%,-12%,i,1%,11%,1%,16%,i
COc1cccc(NC(=O)CCS(=O)(=O)c2cccs2)c1,i,-1%,-1%,-3%,-3%,i,1%,7%,4%,16%,?
COc1ccc(C2=C(C)CC(C)(C)NC2=O)cc1OC,i,-1%,0%,1%,1%,i,3%,-14%,-1%,-6%,i
Cc1nnc(SCC(=O)c2cc(C)n(-c3c(C)n(C)n(-c4ccccc4)c3=O)c2C)s1,i,-3%,0%,21%,-3%,i,1%,26%,3%,-5%,i
N#CC1=C(SCC(=O)c2cc3ccccc3oc2=O)NC(=O)C(C#N)C12CCCC2 (configuration not stated),i,-1%,-25%,74%[activator],17%,?,?,-6%,39%[activator],25µM*,?
C=CCOC(=O)CN1C(=O)c2ccccc2C1=O,nt,-5%,0%,4%,9%,nt,0%,-2%,-8%,9%,nt
COCCNC(=O)CN(c1ccccc1OC)S(C)(=O)=O,nt,2%,0%,0%[11.4 µM],-2%[11.4 µM],nt,0%,10%[11.4 µM],1%[7.66 µM],-4%,nt
Cc1nnc2sc(-c3ccc(NC(=O)c4cccnc4)cc3)nn12,i,1%,-1%,-30%,191%,?,5%,?,1%,3%,?
O=C1N(O)C2(C=CCCC2)/C(=N\O)C12CCCCC2 (configuration not stated),nt,1%,-2%,0%,6%,nt,-2%,4%,4%,-9%,nt
O=P(CCNCc1ccco1)(c1ccccc1)c1ccccc1,nt,0%,-2%,5%,-8%,nt,1%,?,6%,5%,nt
CC(C)C(=O)Nc1nnc(CCc2nnc(NC(=O)C(C)C)s2)s1,i,-1%,1%,10%,-8%,i,-3%,?,3%,4%,i
CCOc1ccc(Nc2ncnc(N)n2)cc1,nt,-3%,2%,-3%,-2%,nt,-1%,-1%,0%,-11%,nt
CCCN(CCC)C(=O)Cn1c(=O)n(CCCCC(=O)NC2CCCC2)c(=O)c2ccccc21,i,0%,0%,4%,2%,i,0%,25%,9%,3%,i
COc1cccc(-c2cc(C(F)(F)F)nc(-n3cncn3)n2)c1,i,-1%,-1%,?,-11%,i,1%,4%,10%,-23%,?
COc1cc(OC)c(-c2nn3c(-c4ccncc4)nnc3s2)cc1OC,i,3%,-2%,-2%,-5%,i,-1%,0%,-29%,?,?
Oc1ccc(-c2csc(NCc3ccco3)n2)cc1,i,25µM*,-2%,-27%,-11%,i,-2%,3%,-26%,-10%,i
Cc1[nH]c2ccccc2c1C(=O)CN1CCC(C(N)=O)(N2CCCCC2)CC1,i,-2%,-3%,7%,-11%,?,1%,13%,-9%,-11%,i
O=c1c2ccccc2nc2c3ccccc3c(N3CCOCC3)nn12,i,-1%,0%,16%,-2%,i,2%,5%,6%,-20%,i
CCc1nnc(NC(=O)C2Cc3ccccc3CN2S(=O)(=O)c2cccs2)s1 (configuration not stated),i,-39%,-13%,?,32%,?,-2%,0%,33%[activator],2%,?
COc1cccc(C2NC(=O)NC(O)(C(F)(F)F)C2C(=O)c2cccnc2)c1OC (configuration not stated),nt,2%,1%,3%[11.4 µM],4%[11.4 µM],nt,0%,0%[11.4 µM],0%[7.66 µM],-2%,nt
CC(C)n1nc(C(=O)NCCc2ccc(S(N)(=O)=O)cc2)c2ccccc2c1=O,i,0%,-3%,0%,-4%,i,-1%,25%,3%,16%,?
O=c1cc(-c2ccco2)oc2ccc(Cl)cc12,nt,0%,1%,?,-4%,nt,-1%,?,-3%,10%,nt
COC(=O)CN(c1ccccc1C)S(C)(=O)=O,nt,1%,0%,5%,7%,nt,2%,3%,-14%,-9%,nt
Cn1c(=O)cc(OCCCC(=O)NCc2ccc3c(c2)OCO3)c2ccccc21,nt,1%,-4%,-2%,0%,nt,-2%,1%,nt,-16%,nt
Clc1cccc(-c2ccc(/C=N/n3cnnc3)o2)c1,nt,-2%,-3%,?,-16%,nt,0%,8%,6%,-4%,nt
C=CCn1c(SCC(=O)NC(=O)NC2CCCC2)nnc1C1CCCCC1,i,-1%,-2%,10%,4%,i,0%,?,12%,0%,i
CC1(C)C(N(O)C(=O)Nc2ccccc2)N(c2cccc(Cl)c2)C(=O)N1O (configuration not stated),i,0%,-3%,0%,-1%,i,1%,-8%,1%,-7%,?
COCCn1c(CN2CCC(Cc3ccccc3)CC2)nc2c1c(=O)n(C)c(=O)n2C,i,1%,1%,1%,-1%,i,0%,25%,11%,7%,?
CC(C)Cn1c(=O)c2c(nc3n2CCCN3CCc2ccccc2)n(C)c1=O,i,2%,-2%,11%,-30%,i,3%,0%,-3%,?,i
Brc1cccc(-c2nnc3sc(CN4CCC5(CC4)OCCO5)cn23)c1,i,1%,2%,-3%,2%,i,2%,17%,12%,-1%,?
Cc1cccc(OCc2nc(C#N)c(NCc3ccc4c(c3)OCO4)o2)c1,i,-1%,-3%,9%,13%,i,-5%,16µM*,-14%,-13%,i
CCOc1ccc(Nc2nc3c(c(=O)[nH]2)CCC3)cc1,i,0%,0%,-28%,-10%,i,-1%,-7%,10%,-9%,i
O=c1cc(-c2ccccc2)[nH]n1-c1nc2ccccc2[nH]1,i,-21%,-14%,-5%,?,i,-5%,-30%[inhibitor],18%,-11%,i

# Not all compounds are listed, so the mix of outcomes need not match the whole.
